RAD52 inh – RAD52 (human) annealing inhibition; recombinant RAD52 DNA annealing, FRET fluorescence; inhibition, % at 18.7 µM; actives 0.46% (n = 360,000); AID 651710;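 active means every replicate showing at least 50% inhibition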
ERAP1 HTS inh – ERAP1 (human) enzyme inhibition; Q9NZ08; actives 0.15% (n = 340,000); inhibition, % at 10.7 µM; AID 652197; recombinant ERAP1, Leu-AMC fluorescence, 60 min;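 active means mean replicate inhibition of at least 30%, or all replicates individually reaching that 30% level; inactive means mean below 30% and not every replicate reaching it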;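 further: 0% = neutral control wells and 100% = L-leucinethiol positive control wells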
XiGFP reactiv – X-chromosome reactivation activator. XiGFP mouse fibroblasts, % GFP-positive cells imaging, 3 d; cells co-treated with 5-aza-dC sensitizer; scaled so ellipticine positive control = 100%. activation, % at 7.58 µM. actives 0.055% (n = 360,000). AID 743238;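 active means mean normalized replicate activation at least 10% and every replicate at or above 10%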;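 further: 0% = median of on-plate neutral control wells and 100% = ellipticine 6 µM median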
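System: 68-5-11 XiGFP fibroblast line; Timing: 3 days compound exposure; Compound dosing: one concentration, pinned; Benchmarks: positive control ellipticine, 6 µM final; Buffer or medium: DMEM containing 5-aza-dC.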
esBAF inh – inhibitors of esBAF chromatin remodeling in mouse ES cells; Bmi1-luciferase knock-in reporter, 24 h; 100% = twice the neutral-well signal; reporter increase, % at 12.5 µM; actives 2% (n = 350,000); AID 602393; in the data active means activation above about 40%;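 further: 0% = median of the plate's neutral control wells and 100% = double that signal; a rise in the Bmi1 reporter signal indicates esBAF inhibition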
ARNT TACC3 PPI – disruptors of human ARNT/TACC3 interaction; Q9Y6A5; AlphaScreen His-ARNT PAS-B/GST-TACC3 binding, luminescence; TACC3 fragment carries E629A point mutation; inhibition, % at 9.99 µM; actives 0.66% (n = 390,000); AID 623870;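 active means mean inhibition of replicates at least 50% and at least half of replicates each reaching 50%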;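 further: 0% = complete ARNT plus TACC3 wells and 100% = ARNT alone without TACC3; many hits fall short of the cut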
CFTR F508del cor – correctors of CFTR F508del function in bronchial epithelial cells | CFBE cells, YFP halide quenching; stimulated with forskolin plus potentiator P3; % fluorescence drop versus neutral controls | activity (quench increase), % at 7.58 µM | actives 0.36% (n = 350,000);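 active means mean added fluorescence quench of at least 8% versus neutral control, with both replicates also reaching 8%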;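 further: cells transiently co-express mutant CFTR-F508del with the halide-sensitive YFP; corrector assay measuring rescue of mutant channel to the surface after 24 h compound exposure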
RAD54 branch – blocks human RAD54 Holliday junction branch migration; FAM/BHQ fluorescence; inhibition, % at 10.4 µM; actives 0.14% (n = 360,000);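 active means mean normalized replicate activity at least 40 and at least half of replicates scoring 40 or more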;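 further: 0% = median of neutral control wells and 100% = median of positive control wells; inhibitors cause a drop in the FAM fluorescence signal; in these data hits start at about 50%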
Target sequence (Q92698 whole entry, looked up): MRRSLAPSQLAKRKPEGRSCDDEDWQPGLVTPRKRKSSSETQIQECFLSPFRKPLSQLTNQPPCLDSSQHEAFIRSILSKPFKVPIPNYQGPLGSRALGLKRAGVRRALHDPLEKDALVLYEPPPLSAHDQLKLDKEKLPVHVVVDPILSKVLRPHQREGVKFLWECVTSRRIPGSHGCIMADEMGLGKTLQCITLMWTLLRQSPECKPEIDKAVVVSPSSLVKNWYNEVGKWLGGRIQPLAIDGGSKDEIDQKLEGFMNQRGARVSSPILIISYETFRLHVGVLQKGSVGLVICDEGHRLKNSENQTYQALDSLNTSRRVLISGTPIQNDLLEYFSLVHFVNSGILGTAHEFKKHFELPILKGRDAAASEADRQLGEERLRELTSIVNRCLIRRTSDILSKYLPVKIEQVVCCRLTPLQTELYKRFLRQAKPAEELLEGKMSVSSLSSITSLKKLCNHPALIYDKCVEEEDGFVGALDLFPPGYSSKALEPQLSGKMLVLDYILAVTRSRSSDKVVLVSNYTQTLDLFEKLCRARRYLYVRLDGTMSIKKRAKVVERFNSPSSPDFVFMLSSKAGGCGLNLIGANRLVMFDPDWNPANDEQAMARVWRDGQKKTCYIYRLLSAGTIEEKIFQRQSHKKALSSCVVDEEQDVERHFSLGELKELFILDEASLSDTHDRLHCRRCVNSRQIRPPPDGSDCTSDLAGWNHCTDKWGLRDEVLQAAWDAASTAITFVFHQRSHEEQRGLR
GSIS activator – primary screen for activators of insulin secretion dependent on glucose, INS-1E cells, GLuc reporter luminescence | INS-1E GLuc reporter insulin secretion, 2-3 h | activation, % at 16.6 µM | actives 0.61% (n = 370,000);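 active means lowest replicate activation of at least 40%, so every replicate reaches that level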;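 further: 0% = median of neutral control wells and 100% = median of IBMX positive control wells; some compounds called inactive have numbers as strong as hits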
Active calls of the source: *; . = no result given; & = joins results of further samples; ! = repeats disagree.

SMILES	RAD52 inh	ERAP1 HTS inh	XiGFP reactiv	esBAF inh	ARNT TACC3 PPI	CFTR F508del cor	RAD54 branch	GSIS activator
C[C@@H]1CN([C@@H](C)CO)C(=O)c2cc(NS(=O)(=O)c3cccs3)ccc2O[C@H]1CN(C)Cc1ccc(Cl)c(Cl)c1	6	-2	0.0	-8	.	1.3	-16	-34
CC1(C(=O)N2Cc3ccccc3C2)CCN1C(=O)C1(c2ccccc2)CC1 (stereo not given)	-10	-1	0.0	-7	.	-0.3	-16	-5
CCC(C)(C)n1nnnc1C(c1ccccc1)N1CCN(Cc2ccccc2)CC1 (stereo not given)	-11	-2	0.0	.	4	-1.9	.	5
CCC(=O)N(c1nnc(SCC(=O)Nc2ccc(N3CCOCC3)cc2)s1)C1CC1	-6	2	-0.1	-4	-2	0.6	7	17
Cn1cccc1CC(=O)NNC(=O)Nc1ccc(F)cc1	-8	0	0.1	.	4	0.9	.	-4
O=C(CNC(=O)c1ccc(Br)o1)NCCc1ccc(F)cc1	-8	2	0.2	.	0	1.2	-4	0
CCCCN1C(=O)C(CC(=O)NCCCCc2ccccc2)CC(C(=O)N(C(C)C)C(C)C)=C1C (stereo not given)	-11	2	-0.1	1	.	-1.7	0	-35
COc1ccccc1N1C(N)=NC(N)=NC1(C)C	1	2	0.0	-4	-3	-0.6	2&-1	.
Cc1cc(=O)[nH]c(SCc2cc(=O)n3nc(C)sc3n2)n1	12	-2	0.0	-8	-3	2.5	-11	.
O=C(C[C@@H]1C=C[C@@H](NC(=O)Cc2cccnc2)[C@@H](CO)O1)NCc1ccc2c(c1)OCO2	-10	0	0.2	-1	-15	4.4	-3	4
O=C(NC1CCC1)[C@H]1[C@H](CO)[C@H]2Cn3c(ccc(C4=CCCC4)c3=O)[C@@H]1N2C(=O)c1ccccc1	-1	4	0.0	-6	-10	-1.5	-8	5
COc1ccc(S(N)(=O)=O)cc1C(=O)OCC(=O)NC(C)(C#N)C1CC1 (stereo not given)	6	-3	0.0	-14	-28	-0.8	9	5
CCOc1ncccc1C(=O)Nc1cccc(-c2nc3cccnc3s2)c1	-22	-2	0.0	.	-15	-1.3	.	7
CCc1cc2c(SCC(=O)Nc3cc(C)on3)ncnc2s1	-34	-4	0.8	.	-16	-1.6	.	-17
O=C(Cc1ccccc1)N1CC[C@H]2[C@H](CO)Nc3ccc(-c4ccccc4)cc3[C@H]21	14	2	0.0	-1	-3	-1.5	-9	-1
COc1ccc(NC(=O)Nc2ccc3c(c2)C(=O)N([C@H](C)CO)C[C@@H](C)[C@@H](CN(C)Cc2ccc(Cl)c(Cl)c2)O3)cc1	20	0	-1.4	-2	13	2.3	-6	-9
CCOCCCNC(=O)c1cccc(NC(=O)C2=C(C)OCCS2)c1	9	8	0.0	1	-2	-2.1	-3	5
COC(=O)C1=CN(Cc2ccc(C)cc2)C=C(C(=O)OC)C1c1ccc(F)c(F)c1	-7	-3	0.0	-1	-26	2.2	10	-3
O=C(NC1CCCCCC1)c1cc(S(=O)(=O)N2CCOCC2)ccc1F	-19	-1	0.0	6	4	-1.5	4	2
Cc1csc(SCC(=O)Nc2cc([N+](=O)[O-])ccc2F)n1	-13	-4	0.5	6	3	1.7	6	-7
CCN(CC)C(=O)c1[nH]cnc1C(=O)Nc1cccc(Cl)c1	-4	0	0.0	1	-3	3.5	4	.
Cc1cc(OC(=O)c2ccc(Cl)cc2)cc(=O)n1C	.	.	.	-5	-3	.	-5	-5
COc1ccc(N(Cc2cc3cccc(C)c3[nH]c2=O)C(=O)C2CCCO2)cc1 (stereo not given)	-13	-3	0.1	-3	-2	0.7	.	-6
O=C(NCC[C@@H]1CC[C@@H](NC(=O)C2CCC2)[C@H](CO)O1)c1ccc(F)cc1	5	3	-0.9	-5	14	0.4	-5	4
COc1ccc2c(C(=O)CN3CCSCC3)c[nH]c2c1	-18	3	0.3	.	-4	.	.	11
COCC(=O)N1[C@H](C#N)[C@@H](c2ccccc2-c2cccc(OC)c2)[C@@H]1CO	-16	1	0.0	.	.	-2.1	.	-10
O=C(O)CSCC(=O)Nc1ccc(Cl)cc1C(F)(F)F	-12	10	0.5	.	-1	.	.	8
O=S(=O)(Nc1nc2ccccc2nc1N1CCN(CCO)CC1)c1cc(F)ccc1F	0	4	0.0	-7	4	-0.4	-3	22
O=C(Nc1ccc(F)cc1)N[C@H]1CC[C@H](CCn2cc(-c3ccccc3F)nn2)O[C@H]1CO	-4	-3	0.1	-1	-4	3.1	6	1
COC(=O)c1ccsc1NC(=O)CN1C(=O)CCC1=O	0	-2	0.0	7	-2	-2.8	-7	.
O=C(Nc1ccc(S(=O)(=O)Nc2nccs2)cc1)c1ccc(F)c(S(=O)(=O)N2CCOCC2)c1	-294	1	-0.1	-11	-3	2.2	-36	-15
Cc1cc(OCC(=O)c2ccc(C(F)(F)F)cc2)n2cnnc2n1	-7	.	0.0	-2	-4	-0.1	.	.
Cc1ccc2c(c1)C1(C(=O)N2)N2CCCC2C(C(=O)c2ccc3ccccc3c2)C12C(=O)Nc1ccccc12 (stereo not given)	3	-2	-0.1	50*!	-17&-5	-0.5	-10&-10	-3
Cc1nn(CC(=O)N(C)C2(C#N)CCCCC2)c(C)c1[N+](=O)[O-]	-6	1	-0.1	-7	8	-2.6	2	19
O=CNC(n1cnc2c(N3CCOCC3)ncnc21)C(Cl)(Cl)Cl (stereo not given)	-16	-1	-0.1	4	1	4.2	-7	5
CNc1snc(C)c1C(=O)OC(C)C(=O)Nc1ccc(F)cc1 (stereo not given)	-18	-4	-0.1	-6	-3	-5.9	-5	-19
CCCN1C(=O)C(Cc2nc3ccccc3c(=O)n2-c2ccccc2)c2ccccc21 (stereo not given)	.	.	-0.1	8	-7	.	.	-26
C[C@H](CO)N1C[C@H](C)[C@H](CN(C)C)OCCCC[C@H](C)Oc2ccc(NC(=O)CCC(F)(F)F)cc2C1=O	-4	3	-0.1	-1	-2	-1.1	3	10
COc1ccc2[nH]cc(C(=O)C(=O)N3CCCCC3)c2c1	-5	-1	.	-5	-2	2.3	1	4
CCCN1C[C@H](C)[C@H](OC)CN(C)C(=O)c2cc(NS(=O)(=O)c3cn(C)cn3)ccc2OC[C@@H]1C	9	-1	0.1	-5	-6	0.6	-3	7
COc1ccc(S(=O)(=O)N2CCCCN3[C@H](CO)[C@H](c4ccc(C#CC(C)C)cc4)[C@H]3C2)cc1	48	0	0.0	-7	14	0.4	23	-25
CCS(=O)(=O)Nc1ccc2c(c1)C(=O)N(C)[C@@H]1CC[C@@H](CC(=O)OC)O[C@H]1CO2	7	0	-0.1	-7	.	0.7	5	1
Cc1ccc(C)c(-n2ccnc2SCC(=O)c2c(N)n(C3CC3)c(=O)[nH]c2=O)c1	-7	1	0.1	-6	.	1.6	0	5
CC(=O)Nc1ccc(S(=O)(=O)Nc2cccc(-n3cnnn3)c2)cc1	-4	-2	0.0	.	-6	-2.7	.	20
C[C@@H]1CN([C@H](C)CO)C(=O)c2cc(NC(=O)Nc3ccc(C(F)(F)F)cc3)ccc2O[C@@H]1CN(C)Cc1ccc(C(=O)Nc2ccccc2N)cc1	17	1	0.1	-23	10	-1.8	-3	-3
Cc1cc(=O)[nH]c(SCc2nnc(-c3ccccc3)o2)n1	.	.	.	29	-6	.	-4	7
CCc1nn(CC(=O)NCCN2CCOCC2)c(=O)c2cc3c(OC)cccc3n12	-9	-3	0.0	3	22	-3.3	8	1
COc1ccccc1/C=C/CN1CCC(Oc2ccc(C(=O)N3CCCCC3)cc2)CC1	-12	-1	0.3	.	-30	-1.6	8	-46
O=C(O)Cc1ccc(C(=O)CSc2ccccc2)s1	-123	3	0.0	23	2	0.2	.	.
CNC[C@H]1Oc2ccc(NC(=O)c3ccncc3)cc2CC(=O)N([C@@H](C)CO)C[C@H]1C	-5	10	0.2	-4	-5	0.3	3	-2
CCOC(=O)C(C(=O)OCC)C(C[N+](=O)[O-])c1ccccc1 (stereo not given)	-2	-1	0.2	.	0	-1.9	.	16
CCCCOc1ccc(N2CC(C(=O)NCCc3ccc(OC)c(OC)c3)CC2=O)cc1 (stereo not given)	-11	-11	0.0	.	-4	3.3	.	-3
CC(CC(=O)NNC(=O)c1ccncc1)c1ccccc1 (stereo not given)	-4	-1	0.0	-5	-8	-2.5	-1	11
N#CNC(=Nc1cccc(F)c1)SCc1ccccc1	2	2	0.0	.	.	-1.6	.	3
O=C(NCC1CC1)c1cccs1	-5	-7	0.1	.	.	-0.8	.	2
CCCN1[C@H](C(=O)N(C)C)[C@@H](CO)[C@@H]2Cn3c(ccc(C4=CCCCC4)c3=O)[C@@H]21	-19	-1	0.4	.	.	-3.4	.	-4
Cc1onc(CO)c1C(=O)Nc1nccs1	-8	3	0.0	.	-3	-3.0	.	-11
Cc1ccc(S(=O)(=O)Cn2nnnc2C(CC(C)C)N2CCN(C3CCCC3)CC2)cc1 (stereo not given)	1	-7	0.3	-1	0	-0.2	-13	-7
Cc1ccc(S(=O)(=O)Nc2ccc3c(c2)C(=O)N([C@@H](C)CO)C[C@H](C)[C@@H](CN(C)C)OCCCC[C@H](C)O3)cc1	-17	-1	0.0	1	0	-0.9	8	9
CCCOc1cccc(C2C(C(=O)c3ccco3)=C(O)C(=O)N2CCCn2ccnc2)c1 (stereo not given)	-20	-2	0.0	-7	9	-2.2	-13	6

Another view of some results above.
| compound | RAD52 inh | ERAP1 HTS inh | XiGFP reactiv | esBAF inh | ARNT TACC3 PPI | CFTR F508del cor | RAD54 branch | GSIS activator |
| --- | --- | --- | --- | --- | --- | --- | --- | --- |
| Cc1onc(CO)c1C(=O)Nc1nccs1 | -8 | 3 | 0.0 | . | -3 | -3.0 | . | -11 |
| O=C(NCC1CC1)c1cccs1 | -5 | -7 | 0.1 | . | . | -0.8 | . | 2 |
| CCCN1[C@H](C(=O)N(C)C)[C@@H](CO)[C@@H]2Cn3c(ccc(C4=CCCCC4)c3=O)[C@@H]21 | -19 | -1 | 0.4 | . | . | -3.4 | . | -4 |

Remaining list, next part.
SMILES	RAD52 inh	ERAP1 HTS inh	XiGFP reactiv	esBAF inh	ARNT TACC3 PPI	CFTR F508del cor	RAD54 branch	GSIS activator
Cc1ccc(C(=O)/C=C/Nc2cccc([N+](=O)[O-])c2)o1	.	.	0.2	.	2	.	7	5
CO[C@@H](CN(C)Cc1ccc(-c2ccccn2)cc1)[C@H](C)CN(C(=O)Nc1ccc(F)cc1)[C@H](C)CO	-9	0	0.4	5	11	0.2	1	-4
C[C@@H]1CCCCO[C@H](CN(C)S(=O)(=O)c2ccccc2)[C@H](C)CN([C@@H](C)CO)C(=O)c2cc(NS(=O)(=O)c3cccs3)ccc2O1	-12	1	0.2	3	2	-2.0	1	0
Cc1noc(C)c1NC(=O)N(C)C[C@H]1Oc2ccc(NS(=O)(=O)c3cn(C)cn3)cc2C(=O)N([C@H](C)CO)C[C@@H]1C	8&-28	0&-1	0.1&-0.3	4&-1	-4&-4	1.2&-4.3	12&-16	13&0
CC(C)NC(=O)N1[C@H](C(=O)NC2CCC2)[C@@H](CO)[C@@H]2Cn3c(ccc(-c4ccccc4F)c3=O)[C@@H]21	-22	-5	0.2	1	-4	.	2	6
Cc1ccc(N2CC(O)Cn3c2nc2c3c(=O)n(C)c(=O)n2C)cc1 (stereo not given)	-2	1	-0.1	-9	.	-2.6	3	16
O=C(NCc1cccc(F)c1)C1CCC(=O)N(CCc2cccc(F)c2)C1 (stereo not given)	-20	1	0.0	1	-7	0.7	-1	3
C[C@H]1CN([C@@H](C)CO)C(=O)c2cc(C3=CCCC3)cnc2O[C@@H]1CN(C)Cc1ccccc1	5	3	0.9	-1	0	-0.3	-9	10
